Tb MetRS inh: T. brucei MetRS inhibitors, primary screen, biochemical, luminescence | methionyl-tRNA synthetase (Trypanosoma brucei brucei) | purified T. brucei MetRS, ATP depletion, Kinase-Glo luminescence | inhibition, % at 11.9 µM | actives 0.4% (n = 360,000);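 active = inhibition above a per-plate cutoff of the control wells' mean inhibition plus 3 SD, cut at about 5.5% in these data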;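 also: 0% = DMSO wells median and 100% = median of wells with control inhibitor compound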
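Measured by: Kinase-Glo luciferase luminescence reporting remaining unconsumed ATP. Material: purified T. brucei MetRS enzyme. Doses: 11.9 µM compound single dose, 0.9% DMSO. Medium: HEPES buffer containing pyrophosphatase, BSA, spermine, DTT. Times: 15 min preincubation, 2 h reaction, all 25 °C. Reagent: methionine, ATP and bulk E. coli tRNA.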
MT1-MMP act inh: blockers of MT1-MMP proenzyme processing, primary screen, HT1080 RFP-PRO-GFP cells, GFP/RFP fluorescence; Matrix metalloproteinase-14 (Homo sapiens), P50281; GFP/RFP ratio fluorescence, overnight; percent of plate control window, DMSO zero; GFP/RFP ratio change, % at 20 µM; actives 0.061% (n = 360,000);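 active = GFP/RFP ratio change of at least 30% with cell ATP level not reduced by more than half and red fluorescence within 50% of control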; also: strong numbers were not always called active
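system = RFP-PRO-GFP reporter HT1080 cells | dosing = 20 µM single dose, 1% DMSO | timing = overnight cell settling, then overnight compound exposure, 37 °C, 5% CO2 | read-out basis = GFP/RFP fluorescence ratio | controls = DMSO and RFP-L50D-GFP cell wells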
MLLE-PAM2 inh: inhibitors of PABP1 MLLE–PAM2 peptide binding, primary screen, biochemical, fluorescence polarization, FITC-PAM2, GST-MLLE; inhibition, % at 20 µM; Polyadenylate-binding protein 1 (Homo sapiens), P11940; actives 0.36% (n = 360,000); AID 588489, 2011; in the data active = inhibition above about 35%, passing the limit was not always enough;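 also: plate controls were DMSO wells with GST-MLLE for no effect and wells lacking GST-MLLE protein for full effect; some results filed as inactive read as strong as hits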
SKN-1 inh: suppressors of acrylamide-induced Pgst-4::GFP reporter in worms, primary screen, SKN-1 inhibitor project, whole organism, uHTS, GFP/RFP fluorescence ratio, strain VP596; C. elegans VP596 Pgst-4::GFP/RFP ratio, 24 h; inhibition, % at 21.8 µM; actives 0.49% (n = 360,000);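 active = interference check ratio from 0.5 to 1.5 plus GFP to RFP signal ratio inhibition reaching or exceeding a fixed threshold, cut at about 30% in these data, passing the limit was not always enough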; also: some compounds called inactive have numbers as strong as hits
FAS-TE inh: FAS thioesterase domain inhibitors, primary screen, biochemical, fluorescence intensity, uHTS. Fatty acid synthase (Homo sapiens), P49327. recombinant FAS-TE, OMFH fluorogenic substrate, fluorescence endpoint. inhibition, % at 15 µM. actives 0.67% (n = 360,000). AID 602261, 2012;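 active = compounds whose normalised, plate-corrected inhibition of enzyme fluorescence in the single-dose primary screen is 50% or more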;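 also: 0% = DMSO with enzyme and 100% = substrate without enzyme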
CendR NRP1 mod: modulators of CendR peptide binding to NRP-1, primary screen, biochemical, fluorescence polarization, uHTS | Neuropilin-1 (Homo sapiens), O14786 | FAM-RPARPAR peptide binding to NRP-1 | inhibition, % at 25 µM | actives 0.85% (n = 360,000) | AID 602438, 2012;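 active = inhibition or corrected inhibition above about 18%, plus a signal ratio from 0.5 to 1.5, limit read from the data, passing the limit was not always enough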; also: strong numbers were not always called active
MsrA act: bovine MsrA enzyme activators, primary screen, biochemical, absorbance, HTS. purified bovine MsrA, absorbance read-out. activation, % at 10.6 µM. actives 0.3% (n = 360,000); in the data active = activation above about 7.5%;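 also: 0% = vehicle and 100% = reference activator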
MsrA inhibitor: bovine MsrA enzyme inhibitors, primary screen, biochemical, absorbance, HTS; inhibition, % at 15.5 µM; actives 0.75% (n = 360,000); purified bovine MsrA, absorbance read-out; in the data active = inhibition above about 4.5%;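 also: 0% = vehicle wells with enzyme and 100% = reference inhibitor wells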
eLon inh: inhibitors of E. coli Lon protease, primary screen, biochemical, fluorescence polarization; P0A9M0; purified E. coli Lon protease; inhibition, % at 7.94 µM; actives 0.42% (n = 360,000); AID 602123, 2011; in the data active = inhibition above about 13%, passing the limit was not always enough;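 also: 0% = enzyme with probe and DMSO and 100% = no enzyme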
The depositor's hits bear a star; nt = no result given.

SMILES	Tb MetRS inh	MT1-MMP act inh	MLLE-PAM2 inh	SKN-1 inh	FAS-TE inh	CendR NRP1 mod	MsrA act	MsrA inhibitor	eLon inh
CC1(c2ccccn2)Nc2ccccc2-c2nc3ccccc3n21 (stereo not given)	-0.7	10	1	6	0	-16	-2	1.3	4
Cc1nc(Nc2ccc(Cl)cc2)c2oc3ccccc3c2n1	0.2	0	-1	5	10	2	-1	0.7	4
O=C(Nc1ccc(C(=O)O)cc1)/C(=C\c1ccco1)NC(=O)c1ccco1	0.3	0	2	-4	-5	-41	-5	4.8*	-12
O/N=C1\CCC\C1=C/c1ccco1	0.1	-14	11	4	-10	-6	-2	0.6	8
COC(=O)c1c(NC(=O)c2cccs2)sc2c1CCCC2	-1.5	-3	9	4	19	1	-9	0.1	-4
CCCCN(CC)C(=O)c1ccc2c(c1)OCO2	0.2	2	13	12	-9	-8	-2	0.0	-2
COC(=O)c1nc2n(n1)C(c1cc(OC)ccc1OC)C(C(=O)OC1CCCCC1)=C(C)N2 (stereo not given)	0.0	0	-3	16	6	14	2	-1.3	13
CN(C(=O)COc1ncnc2sccc12)c1ccccc1	0.4	3	-9	-2	-7	-3	-1	0.3	0
CCn1c(SCC(=O)Nc2ccc(S(=O)(=O)Nc3ccccn3)cc2)nnc1-c1ccncc1	-0.9	0	4	5	0	10	-4	0.4	-5
COCCNC(=O)C1(C)CCCN(C(=O)COc2ccccc2)C1 (stereo not given)	0.2	-1	16	18	-7	-8	-6	-0.8	7
Cc1ccc(NC(=O)CN2C(=O)NC(C)(C3CC3)C2=O)c([N+](=O)[O-])c1 (stereo not given)	-0.5	-1	12	0	-4	8	-4	9.4*	-2
OCCNc1ncnc2c1ncn2Cc1ccccc1	0.2	5	6	-12	-6	-6	1	-0.5	0
COc1ccc(CNC(=O)c2ccc(N3CCC4(CC3)CC(c3ccc(Cl)cc3)=NO4)c(NC(=O)Cc3ccc(F)cc3)c2)cc1	-0.4	0	0	1	2	19	-2	-0.1	-11
O=C(NN=Cc1cc(Cl)ccc1[N+](=O)[O-])c1cccc2ccccc12	-0.3	1	2	-17	-5	3	-2	-0.5	1
O=S(=O)(c1ccc(SCCOc2ccc(Br)cc2)nc1)N1CCCC1	0.1	-1	31	11	35	-1	-5	0.0	-4
CCCc1nnc(NC(=O)Nc2ccccc2OC)s1	-0.6	14	-4	1	-8	3	-8	0.3	0
COc1ccc(C(=O)NC(=S)NCc2ccccc2)cc1	-0.1	5	23	-19	20	-15	-2	-0.5	-1
Cc1onc(-c2c(F)cccc2Cl)c1C(O)c1ccc(F)cc1 (stereo not given)	0.0	6	-5	2	5	-5	1	-0.6	-9
COc1ccc(CNC(=O)CCn2nc(C)c3c(C)n(-c4ccccc4)nc3c2=O)c(OC)c1	0.1	-4	16	12	-3	-4	1	-0.5	-10
CCCCn1c(NCCC)nc2c1c(=O)[nH]c(=O)n2C	-0.4	2	-26	-16	-7	2	-7	1.0	-3
CNc1ccc(-c2ccccc2OC)cn1	0.0	0	4	16	-9	14	-9	0.1	4
CSc1ccc(-c2sc(Nc3cccc4ccccc34)n[n+]2-c2ccccc2)cc1	0.0	5	15	8	-135	-1	-1	1.6	28
CC(=O)c1cccc(NC(=O)C2Cc3c(-c4ccccc4Oc4ccccc4)ccnc3O2)c1 (stereo not given)	-0.1	5	-9	7	16	6	-8	0.9	-9
Cn1cc(SCC(=O)NC2CCCCC2)c2ccccc21	0.3	-1	11	-1	-3	0	0	-1.8	3
Cc1ccc(NC(=O)C(C)OC(=O)COc2cccc(C(F)(F)F)c2)cc1S(=O)(=O)N1CCOCC1 (stereo not given)	-0.4	0	-10	-2	10	4	-4	-0.5	-5
COc1cccc(CNC(=O)Cn2cc3c(n2)CCCC3)c1	0.4	1	17	1	-8	-7	-3	1.5	-2
COC(=O)c1cn(NC(=O)c2cccc(N(C)C)c2)c(=O)c2ccccc12	-1.8	7	3	-24	-5	1	-11	1.2	6
Cc1sc(NC(=O)CSc2nnnn2C(C)C)c(C#N)c1C	-1.2	1	-4	-7	1	-8	-4	2.3	6
CC1(C)CC(=O)CC(=NCC(=O)O)C1	0.1	1	9	-5	-9	3	-2	-1.2	-5
O=C(O)CCc1ccc(-c2ccc(Cl)cc2)o1	-1.5	7	22	-10	-9	6	-12	-0.5	1

Gathered by group: the entries above containing a halogen (seven)
SMILES	Tb MetRS inh	MT1-MMP act inh	MLLE-PAM2 inh	SKN-1 inh	FAS-TE inh	CendR NRP1 mod	MsrA act	MsrA inhibitor	eLon inh
Cc1nc(Nc2ccc(Cl)cc2)c2oc3ccccc3c2n1	0.2	0	-1	5	10	2	-1	0.7	4
COc1ccc(CNC(=O)c2ccc(N3CCC4(CC3)CC(c3ccc(Cl)cc3)=NO4)c(NC(=O)Cc3ccc(F)cc3)c2)cc1	-0.4	0	0	1	2	19	-2	-0.1	-11
O=C(NN=Cc1cc(Cl)ccc1[N+](=O)[O-])c1cccc2ccccc12	-0.3	1	2	-17	-5	3	-2	-0.5	1
O=S(=O)(c1ccc(SCCOc2ccc(Br)cc2)nc1)N1CCCC1	0.1	-1	31	11	35	-1	-5	0.0	-4
Cc1onc(-c2c(F)cccc2Cl)c1C(O)c1ccc(F)cc1 (stereo not given)	0.0	6	-5	2	5	-5	1	-0.6	-9
Cc1ccc(NC(=O)C(C)OC(=O)COc2cccc(C(F)(F)F)c2)cc1S(=O)(=O)N1CCOCC1 (stereo not given)	-0.4	0	-10	-2	10	4	-4	-0.5	-5
O=C(O)CCc1ccc(-c2ccc(Cl)cc2)o1	-1.5	7	22	-10	-9	6	-12	-0.5	1

The list goes on:
SMILES	Tb MetRS inh	MT1-MMP act inh	MLLE-PAM2 inh	SKN-1 inh	FAS-TE inh	CendR NRP1 mod	MsrA act	MsrA inhibitor	eLon inh
COc1ccc(C(=O)COC(=O)CCCn2c(=O)oc3ccccc32)cc1	-0.2	-3	-16	-1	7	9	-3	0.9	-7
CC(=O)Nc1ccc(S(=O)(=O)N(C2=NCC(C)S2)c2ccccc2)cc1 (stereo not given)	-0.3	-3	15	22	5	13	0	nt	-7
COc1ccccc1CNC(=O)CSc1ccc(C(=O)Nc2ccccc2OC)cc1[N+](=O)[O-]	0.0	6	18	-12	-9	4	4	-0.5	-12
COc1cc(C(=O)Nc2cccc(S(=O)(=O)N3CCCC3)c2)c([N+](=O)[O-])cc1OC	-0.4	-1	-10	2	3	-4	-2	4.6*	14
C[N+]1=C2CCCCCN2C(O)(c2ccccc2)C1 (stereo not given)	-0.1	-3	-126	13	-8	3	0	0.8	-1
Cc1ccc(OCC(=O)NNC(=O)c2cc(S(=O)(=O)N(C)C)ccc2N2CCCC2)cc1	0.4	0	2	23	-7	-13	-1	1.7	-16
O=C(CSc1nnc(-c2ccco2)o1)c1ccccc1	-0.5	-2	15	6	-1	-17	-3	1.1	-9
OCCC1CN(CC#Cc2ccccc2)CCN1C1CCCC1 (stereo not given)	0.9	1	10	-8	-3	-2	-3	1.5	2
COc1ccc(OC)c(NC(=S)N2CCN(C/C=C/c3ccccc3)CC2)c1	0.4	2	-67	13	-7	6	0	0.9	-1
COc1cc(NC(=O)c2ccccc2F)c(OC)cc1NC(=O)CN1CCOCC1	-1.6	0	14	4	0	0	-9	2.4	1
CCn1c(O)c(C=NCCN2CCOCC2)sc1=S	-0.2	-1	13	2	-6	1	-2	1.5	2
Cc1ccccc1NC(=O)c1cc(S(=O)(=O)N2CCCCC2)ccc1N1CCOCC1	0.0	1	-21	-1	-1	-6	0	-0.6	-2
Cc1cc(NC(=O)c2cncc(Br)c2)n(-c2ccccn2)n1	0.0	-7	7	-11	4	4	-5	1.5	-11
CCO/C(C)=C1\N=C(c2ccc(Cl)cc2)OC1=O	-0.8	2	3	9	6	-43	-4	-0.1	-14
COc1c(F)c(F)c(C(=O)Nc2ccccc2N2CCN(C(C)=O)CC2)c(F)c1F	-1.1	-3	3	11	-3	-23	-4	-0.2	3
CN(Cc1nccn1C)C(=O)CC1C(=O)NCCN1Cc1cccc(Oc2ccccc2)c1 (stereo not given)	-0.3	3	11	7	-1	5	-5	-0.4	14
O=c1[nH]cnc(O)c1C(c1ccc([N+](=O)[O-])cc1)c1c(O)nc[nH]c1=O	0.5	2	17	17	0	0	-2	2.8	-1
Oc1ccc(/C=N/N(c2ccccc2)c2ccccc2)cc1O	-0.4	-6	-9	-12	10	17	-6	1.6	2
CCc1nnc(N2C(=O)c3ccc(Oc4ccc([N+](=O)[O-])cc4)cc3C2=O)s1	-0.2	6	5	-5	-3	-24	-4	1.2	15
O=C(CSc1ncc(C(F)(F)F)cc1Cl)N1CCN(S(=O)(=O)c2ccccc2)CC1	-1.5	-8	6	3	32	-1	-5	-0.3	-3
Cc1ccc(F)c(NC(=O)C2CCCCC2C(=O)O)c1 (stereo not given)	0.0	-1	-3	-1	-8	-6	0	0.1	-11
COc1ccc(-c2csc(NC(=O)CN3C(=O)C4CCCCC4C3=O)n2)cc1OC (stereo not given)	-0.7	3	-3	-10	9	9	-3	-1.7	-9
Cc1ccc(NC(=S)N2CCCCCC2)c(C)c1	-0.3	0	-79	-26	-4	12	-3	1.0	3
COC(=O)c1sc(NC(=O)c2oc3ccccc3c2C)nc1C	0.2	3	-14	4	-2	4	0	1.1	0
CC(c1ccco1)N(C(=O)c1ccccc1NS(=O)(=O)c1cccc([N+](=O)[O-])c1)c1ccccn1 (stereo not given)	-0.1	-4	-3	12	25	7	-4	nt	2
COCCN(C(=O)c1csnn1)C(C(=O)NC(C)(C)C)c1cccc(OC)c1 (stereo not given)	-1.1	-5	1	-34	-3	4	1	-0.2	-2
